# Screens as filed in PubChem.
# ATG4B inhibitor – blocks human ATG4B protease cleavage of LC3 substrate; ATG4B cleavage of LC3-PLA2, NBD-HPC fluorescence, 1 h; inhibition, % at 8.33 µM; 340,000 compounds, 0.51% hits; AID 504462; in the data active = inhibition above about 40%
# Target sequence (Q9Y4P1 whole entry, looked up): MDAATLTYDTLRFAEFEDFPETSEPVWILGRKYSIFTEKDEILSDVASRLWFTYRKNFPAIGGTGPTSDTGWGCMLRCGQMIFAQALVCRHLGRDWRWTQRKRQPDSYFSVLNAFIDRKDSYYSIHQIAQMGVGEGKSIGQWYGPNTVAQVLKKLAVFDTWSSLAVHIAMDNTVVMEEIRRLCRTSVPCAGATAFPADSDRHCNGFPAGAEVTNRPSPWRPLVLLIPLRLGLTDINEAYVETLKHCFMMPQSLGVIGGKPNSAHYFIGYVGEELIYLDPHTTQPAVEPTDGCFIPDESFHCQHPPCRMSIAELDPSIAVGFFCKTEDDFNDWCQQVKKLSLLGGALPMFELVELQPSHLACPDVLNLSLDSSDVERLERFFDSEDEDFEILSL
# Apaf1 inhib – inhibitors of human Apaf-1 apoptosome; O14727; reconstituted apoptosome caspase-3 activity, DEVD-Rh110 fluorescence; inhibition, % at 20 µM; 330,000 compounds, 0.71% hits; active = inhibition of at least 40% at 20 µM;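 also: plate controls were DMSO wells for no effect and DEVD-CHO caspase inhibitor wells for full effect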
#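 Material: reconstituted apoptosome with Apaf-1, cytochrome c, caspase-9, procaspase-3, dATP / Buffer or medium: pH 7.5 Hepes buffer with CHAPS, BSA, DTT / Also added: cytochrome c with DEVD-Rh110 / Schedule: compound with Apaf-1, dATP, procaspase-3 30 min, then 50 min reaction, room temperature / Technique: rhodamine 110 fluorescence at Ex 480/Em 540 nm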
# mIAP inh – mouse IAP inhibition; AID 2806; 330,000 compounds, 0.2% hits; purified mouse IAP, CDP-Star luminescence, 30 min; inhibition, % at 10 µM;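 active = inhibition of at least 40% at 10 µM in the primary screen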;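 also: plate controls were DMSO with enzyme for no effect and no enzyme wells for full effect; values of inactives mirror those of a sister screen read the other way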
# hIAP block – blocks human intestinal alkaline phosphatase. P09923. purified IAP, CDP-Star luminescence, 30 min. inhibition, % at 10 µM. 330,000 compounds, 0.12% hits;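 active = inhibition reaching a set limit with compound at 10 µM in the primary screen, cut at about 35% in these data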;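 also: plate controls were DMSO wells with enzyme for no effect and no-enzyme buffer wells for full effect; values of inactives mirror those of a sister screen read the other way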
# Target sequence (P09923 whole entry, looked up): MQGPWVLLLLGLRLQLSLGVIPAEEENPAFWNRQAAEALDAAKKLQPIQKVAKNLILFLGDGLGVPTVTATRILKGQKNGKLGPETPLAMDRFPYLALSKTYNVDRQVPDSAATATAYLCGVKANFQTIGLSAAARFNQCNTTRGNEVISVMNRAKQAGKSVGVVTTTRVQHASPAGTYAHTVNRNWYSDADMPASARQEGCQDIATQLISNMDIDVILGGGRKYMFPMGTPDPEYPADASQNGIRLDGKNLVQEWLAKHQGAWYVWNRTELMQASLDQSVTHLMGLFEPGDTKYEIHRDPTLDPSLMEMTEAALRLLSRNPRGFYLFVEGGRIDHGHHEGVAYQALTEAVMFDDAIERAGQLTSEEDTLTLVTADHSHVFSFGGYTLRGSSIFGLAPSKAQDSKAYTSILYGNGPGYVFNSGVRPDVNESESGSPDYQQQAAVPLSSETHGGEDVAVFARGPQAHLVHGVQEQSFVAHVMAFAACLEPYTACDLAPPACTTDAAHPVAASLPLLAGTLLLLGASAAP
# TIM10 inh – inhibits growth of TIM10 yeast strain; S. cerevisiae TIM10 strain growth, BacTiter-Glo luminescence, 24 h; inhibition, % at 10 µM; 330,000 compounds, 1.4% hits; AID 463195;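 active = inhibition of 40% or more at the single tested concentration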;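 also: wild-type TIM10 isogenic control strain grown at permissive 25 °C; 0% = DMSO yeast wells and 100% = minimal medium wells without yeast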
# tim10-1 inh – growth inhibitors of tim10-1 mutant yeast; S. cerevisiae tim10-1 ts strain growth, BacTiter-Glo, 24 h; inhibition, % at 20 µM; 330,000 compounds, 2.2% hits; AID 463190;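 active = inhibition of at least 40%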;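 also: mutant grown at 25 °C; 0% = DMSO wells with yeast and 100% = wells holding no yeast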
# NALP3 yeast inh – blocks the NALP3 inflammasome reconstituted in yeast; 330,000 compounds, 0.39% hits; inhibition, % at 10 µM; Yeast reconstituted NLRP3/ASC/caspase-1, beta-gal luminescence, 24 h;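 active = inhibition of 50% or more; inactive = inhibition below 50%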;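 also: plate controls were induced DMSO wells for no effect and uninduced yeast grown without galactose for full effect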
# mIAP act – increases mouse intestinal alkaline phosphatase activity; muIAP, CDP-Star luminescence, 30 min; hits give high values; 1 = vehicle-only enzyme signal, 0 = enzyme-free wells; activation factor at 10 µM; 330,000 compounds, 0.24% hits; AID 2805;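 active = activation factor of at least 2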; also: the source names both 10 and 20 µM as test concentration; values of inactives mirror those of a sister screen read the other way
#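 Assay system: mouse IAP enzyme; reagent: chemiluminescent substrate CDP-Star; dosing: test compounds delivered from DMSO solution; schedule: 30 min at room temperature; measured by: luminescence from enzymatic CDP-Star hydrolysis; controls: DMSO-only wells and no-enzyme negative control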
# hIAP activ – increases human intestinal alkaline phosphatase activity | purified human IAP, CDP-Star luminescence, 30 min; hits give high values; 1 = vehicle-only enzyme, 0 = enzyme-free background | 330,000 compounds, 0.16% hits | activation factor at 10 µM | P09923;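 active = activation factor of the enzyme at least 2-fold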; also: the source names both 10 and 20 µM as test concentration; values of inactives mirror those of a sister screen read the other way
# An asterisk follows results filed as active; . = not tested or not shown; & = joins results of further samples.
SMILES	NALP3 yeast inh	hIAP activ	mIAP act	Apaf1 inhib	hIAP block	TIM10 inh	tim10-1 inh	ATG4B inhibitor	mIAP inh
COC(=O)c1ccccc1NC1=C/C(=N\S(=O)(=O)c2cccs2)c2ccccc2C1=O	38	0.89	0.9	92*	12	41*	46*	-9&0	10
CCCN(CCC)CCNS(=O)(=O)c1ccc2c(c1)oc(=O)n2C	10	1.1	1.1	3	-6	-22	16	-5	-7
CCOc1ccc2oc(C(=O)OCC(=O)NC3CC3)c(C)c2c1	14	1	1.1	-8	-3	-8	4	1	-12
CC1(C)CC(=O)c2sc(NC(=O)c3ccco3)nc2C1	28	1.1	0.95	-2	-6	19	28	-1	5
COc1ccc(C)cc1NC(=O)CN(c1ccccc1)S(C)(=O)=O	-6	0.94	1.1	2	6	9	25	2	-11
Cc1[nH]n(-c2ccccc2)c(=O)c1C=Nc1ccc(S(=O)(=O)N(C)C)cc1	-6	0.98	0.97	8	2	3	23	-12	3
O=C1C2C(c3ccccc3)C=CC(c3ccccc3)C2C(=O)N1c1ccccn1 (stereo not given)	16	1	0.96	5	-1	38	33	3	4
CCN(Cc1nc2ccccc2c(=O)[nH]1)Cc1cc(=O)oc2cc(C)c(C)cc12	5	1	0.92	3	0	-2	5	1	8
COc1ccc(C(CNC(=O)c2ccc(C)o2)N2CCOCC2)cc1 (stereo not given)	14	0.87	0.94	4	13	3	14	-6	6
O=C(c1c[nH]c(C(=O)C(Cl)(Cl)Cl)c1)c1ccc(F)cc1Cl	9	0.85	0.82	-1	15	-2	17	-15	18
COc1cc(C(=O)OCC2CC(c3ccccc3)=NO2)cc(OC)c1OC (stereo not given)	9	1.1	1.1	9	-12	-24	3	-9	-10
CSc1cccc(NC(=O)CCCOc2ccc(Cl)cc2Cl)c1	10	1.1	1.6	28	-6	10	13	-2	-55
Cc1cccc(C)c1NC(=O)c1c[nH]c2ccccc12	28	1.1	0.96	-1	-9	32	38	-3	4
CN(C)c1nc(-c2ccccn2)nnc1-c1ccccc1	11	1.1	1	0	-12	-2	40*	-12	-1
CCN(CC)C(=O)Cn1cc(C(=O)C(=O)N2CCN(c3ccc(OC)cc3)CC2)c2ccccc21	3	1.2	0.99	2	-20	3	-4	9	1
Cc1cc[n+](CC(=O)c2ccccc2)c2ccccc12	7	0.92	0.94	6	8	22	17	-1	6
COc1ccc(S(=O)(=O)N2CCCC2c2cccs2)cc1 (stereo not given)	1	0.81	0.95	-20	19	18	1	0	5
CC(=O)c1c(C)[nH]c(C(=O)CSc2nnc(N)s2)c1C	-1	1	1.1	6	-4	2	23	5	-7
COc1ccccc1NC(=O)C1=C(C)Nc2nc(CCCO)nn2C1c1ccc2c(c1)OCO2 (stereo not given)	-9	1	1	10	-2	-2	15	-6	-3
O=C(c1[nH]ncc1-c1ccccc1)C1CO1 (stereo not given)	1	1.1	1	-17	-6	-1	11	5	-2
CC(C)(C)NC(=O)NC(=O)CN1CCCc2ccccc21	14	1.3	1.1	-2	-31	3	-3	-3	-14
COc1ccc(S(=O)(=O)NCCOc2cccc3cccnc23)cc1OC	7	1	0.9	-5	-4	12	-4	-5	10
CCSc1nc2ccccc2n1C(=O)c1ccc(S(=O)(=O)N2CCCCC2)cc1	33	1.2	0.99	10	-16	35	20	2	1
COCOc1ccc(-c2cc(=O)c3c(OCOC)cc(OCOC)cc3o2)cc1	20	1.1	0.97	5	-6	-10	7	-15	3
Cc1ccc(C(=O)C(C)Oc2ccc3ccc(=O)oc3c2)cc1 (stereo not given)	26	0.87	1.1	12	13	-20	7	3	-8
CCn1c(SCC(=O)N2CCC(C(N)=O)(N3CCCCC3)CC2)nnc1-c1ccccc1	5	1.2	0.95	-4	-16	5	-7	-1	5
O=C(c1cc(-c2ccc3c(c2)OCO3)on1)N1CCOCC1	23	0.86	0.99	-15	14	1	13	-1	1
CC(=O)Nc1cccc(C(=O)/C=C/c2ccc[nH]2)c1	5	0.95	0.92	3	5	-11	2	-13	8
CC[C@]12c3[nH]c4ccc(Cl)cc4c3CCN1C(=O)[C@@H](CC(=O)NCCN1CCOCC1)C[C@@H]2C(=O)N1CCN(C(=O)c2ccco2)CC1	.	.	1	7	.	-8	-4	-12	-3
COc1ccc(C2/C(=C(/O)c3ccc(F)cc3)C(=O)C(=O)N2CCCN2CCOCC2)cc1OC (stereo not given)	3	1.2	1	8	-20	-1	6	2	-3

# (next part)
SMILES	NALP3 yeast inh	hIAP activ	mIAP act	Apaf1 inhib	hIAP block	TIM10 inh	tim10-1 inh	ATG4B inhibitor	mIAP inh
CCCCCOc1ccc(C(=O)NCCC(=O)NCCCC(=O)OCC)cc1	2	0.84	0.97	-3	16	12	5	-10	3
CC(C)(C)OC(=O)NCCCCC1=CC2=CC(=O)C(C)(OC(=O)c3cnc4ccccc4n3)C(=O)C2=CO1 (stereo not given)	12	1.1	0.94	13	-8	4	-13	.	6
CCc1ccc(S(=O)(=O)Nc2ccc(C)c(NS(C)(=O)=O)c2)cc1	2	0.92	0.94	-5	8	9	-1	-10	6
O=[N+]([O-])c1ccccc1CNCCCCO	27	0.95	0.98	4	5	5	-21	2	2
Cc1ccc(NC(=O)N[C@@H](CC(C)C)C(=O)O)c(C)c1	8	0.99	1	-3	1	-17	-18	-1	0
CCOc1cc(/C=N\NC(=O)c2ccc(NC(=O)C(C)(C)C)cc2)ccc1OC(=O)c1ccc(OC)cc1	2	1.1	1.1	15	-11	0	28	5	-6
CC(CN(C)C)CN1c2ccccc2CCc2ccccc21 (stereo not given)	27	0.92	0.9	-2	8	19	12	0	10
CC1CCN(c2c([N+](=O)[O-])c(=O)oc3ccccc23)CC1	20	1	1.1	-7	-3	15	7	-3	-12
C=C(C)Cn1c(N2CCN(c3ccc(OC)cc3)CC2)nc2c1c(=O)n(C)c(=O)n2C	19	1.2	0.98	-7	-18	13	11	-9	2
COc1cccc(NC(=O)C2C3C=CC4(O3)C2C(=O)N(C(C)C)C4C(=O)NC2CCCCC2C)c1 (stereo not given)	16	0.99	0.98	5	1	-14	21	-5	2
CCC(Oc1ccccc1)C(=O)OCC(=O)Nc1sccc1C(N)=O (stereo not given)	11	0.93	1.1	2	7	9	0	-3	-8
Cc1cc(C)nc(N(C#N)Cc2cccc(Cl)c2)n1	-6	1.1	1.1	0	-7	19	10	-3	-10
c1cn(-c2ccc(-c3ccnc4ncnn34)cc2)cn1	-1	0.97	0.97	-3	2	7	-10	-7	3
Cc1cccc(OCCC(=O)Nc2ccc(C)c(S(=O)(=O)N3CCOCC3)c2)c1	10	1	1.1	-1	0	-4	4	-1	-5
O=C(N/N=C\c1ccc(Br)o1)C1COc2ccccc2O1 (stereo not given)	25	1	0.97	-4	-2	18	28	-7	3
COCCNC(=O)c1n[nH]c2ccccc12	5	0.98	0.95	11	2	-1	13	-13	5
CCN(C[C@H]1N[C@@](C)(C(=O)OC)[C@H]2C(=O)N(Cc3ccccc3)C(=O)[C@@H]12)C(=O)COC	16	1	1	0	-4	-4	3	-3	-2
Cc1ccc(N2CC(C(=O)NC3CC3)CC2=O)cc1 (stereo not given)	20	0.82	0.99	0	18	-12	12	-8	1
O=C(CN1CCC(NC(=O)c2ccccc2F)CC1)NCc1ccc(F)cc1	-15	1.1	0.96	4	-9	-13	8	-7	4
Cc1ccc(C(=O)NCc2cccnc2)o1	19	1.2	0.99	-1	-18	10	-22	-8	1
COc1cc(C2C(C#N)=C(N)N(c3cccnc3)C3=C2C(=O)CCC3)ccc1O (stereo not given)	-1	0.78	0.88	-5	22	-2	3	6	12
CN1CC(C(=O)Nc2ccc(F)c(Cl)c2)CC1=O (stereo not given)	22	0.98	0.97	-3	2	-8	-3	-2	2
NC(=O)N=Nc1c2[nH]c3ccccc3nc-2c2ccccc12	42	0.89	0.95	-20	11	52*	44*	-29	5
CCN(CC(=O)NCc1cccs1)S(=O)(=O)c1ccc(F)cc1	8	0.85	0.95	-8	15	2	7	4	5
CCOc1ccc(C(=O)NCCN2CCCCC2)c(OCC)c1	13	1.1	1	5	-6	-5	-20	-6	-5
COc1cc(C(=O)NCCCN2CCCC2=O)cc(Br)c1OCc1ccccc1	-1	0.95	1	-3	5	-1	12	-2	-1
N#CCCn1cc(/C=N/O)c(-c2ccc(Cl)cc2)n1	7	1.4	0.96	28	-37	-1	10	3	4
CC(C)N1CCN(Cc2ccccc2-c2ccco2)CC1CCO (stereo not given)	13	0.98	0.97	-7	2	-13	7	8	3
COc1ccc(CN(CC2CCC(C(=O)O)CC2)C(=S)Nc2cccc(C)c2)cc1 (stereo not given)	6	0.93	0.97	1	7	7	5	-2	2
Cc1ncc(CN2CCC(n3nccc3NC(=O)c3ccccc3)CC2)s1	8	1.5	1	-5	-50	10	10	22	-2

# Compounds shown so far that contain bromine, in the order listed:
SMILES	NALP3 yeast inh	hIAP activ	mIAP act	Apaf1 inhib	hIAP block	TIM10 inh	tim10-1 inh	ATG4B inhibitor	mIAP inh
O=C(N/N=C\c1ccc(Br)o1)C1COc2ccccc2O1 (stereo not given)	25	1	0.97	-4	-2	18	28	-7	3
COc1cc(C(=O)NCCCN2CCCC2=O)cc(Br)c1OCc1ccccc1	-1	0.95	1	-3	5	-1	12	-2	-1

# (further entries)
SMILES	NALP3 yeast inh	hIAP activ	mIAP act	Apaf1 inhib	hIAP block	TIM10 inh	tim10-1 inh	ATG4B inhibitor	mIAP inh
Cc1ccc(OCC(=O)N2CCN(C(=O)c3cccc(F)c3)CC2)cc1	7	1	0.95	-12	0	6	9	2	5
Nc1nc(SCC(=O)Nc2ccccc2)[nH]c(=O)c1-c1ccccc1	-7	0.79	1	-15	22	-4	-1	10	0
OCCN1CCN(C(=S)c2ccc(-c3ccccc3)cc2)CC1	-11	0.83	0.83	-14	17	15	10	5	17
O=Nc1c(O)n(Cc2ccc(Cl)cc2)c2ccccc12	32	0.81	0.85	13	19	32	35	-12	15
CCOc1cc(/C=N/NC(=O)c2ccncc2)ccc1OC(=O)c1ccccc1	7	0.82	0.9	35	18	11	7	-6	10
CCN(CC(=O)Nc1c(F)cccc1F)C(=O)CN1C(=O)NC2(CCCC2)C1=O	5	1	0.95	2	-1	3	5	1	5
Cc1ccc(-c2ccccc2)n1-c1ccc(C(=O)O)cc1	-13	1.1	1.1	8	-9	19	37	-1	-7
CCc1nc2oc3ccccc3c(=O)c2c(=O)n1Cc1ccccc1	-10	1	0.94	-11	-3	14	36	-8	6
CCOc1ccc(Cl)cc1/C=N/NC(=O)c1ccccc1	16	1	0.95	-14	-3	11	4	-2	4
CCC1CCCCN1Cc1nc2c(c(=O)n(C)c(=O)n2C)n1CCC(C)C (stereo not given)	6	0.77	0.98	1	24	18	18	-10	2
CCn1ccnc1CN(C)Cc1nc(Cc2cccc(C(F)(F)F)c2)no1	-10	0.99	0.96	15	1	1	25	4	4
CC(=O)N1c2ccc(S(=O)(=O)NCCC(=O)Nc3ncccc3C)cc2CC1C (stereo not given)	-1	0.82	0.99	-4	18	-5	19	0	1
CCOn1c(=O)c(=O)n(OC)c2ccccc21	12	1.3	1.1	-9	-25	4	3	0	-10
COc1ccc(C(=O)CC(=O)C(=O)Nc2ccc(OC)c(Cl)c2)cc1	34	0.99	0.94	8	1	9	20	6	6
